MRP1 act = activators of MRP-1; H69AR cells + doxorubicin, viability rescue, CellTiter-Glo; viability increase, % at 10 µM; 140,000 tested, 0.61% active; AID 799;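 active = viability gain under doxorubicin at or above a set limit, the compound median plus 3 SD, cut at about 4.7% in these data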;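 note: MRP-1 overexpressing cells given doxorubicin 25 µM after compound pretreatment; 18-22 h compound pretreatment then 72 h with doxorubicin before readout; 0% = doxorubicin-only wells and 100% = vehicle-treated cells without doxorubicin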
Phagocyt inh = blocks phagocytosis by macrophages; 110,000 tested, 0.07% active; inhibition, % at 5 µM; AID 1029; J774A.1 macrophage IgG-bead phagocytosis, imaging;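 active = inhibition above the mean of the plate negative controls plus 5 SD, cut at about 13% in these data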;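 note: phagocytic index as fraction of beads internalized from green versus red external bead signal; plate controls were DMSO negative control for no effect and cytochalasin-D positive control for full effect; some results beyond the cut were filed as inactive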
GALR2 blocker = GALR2 (human) receptor antagonism; 140,000 tested, 0.39% active; GALR2-expressing cells, antagonist mode; inhibition, % at 4 µM; O43603; in the data active = inhibition above about 27%;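 note: cells stimulated with galanin 1-16 at roughly its EC80; 0% = agonist challenge control and 100% = basal control without agonist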
Target sequence (O43603 whole entry, looked up): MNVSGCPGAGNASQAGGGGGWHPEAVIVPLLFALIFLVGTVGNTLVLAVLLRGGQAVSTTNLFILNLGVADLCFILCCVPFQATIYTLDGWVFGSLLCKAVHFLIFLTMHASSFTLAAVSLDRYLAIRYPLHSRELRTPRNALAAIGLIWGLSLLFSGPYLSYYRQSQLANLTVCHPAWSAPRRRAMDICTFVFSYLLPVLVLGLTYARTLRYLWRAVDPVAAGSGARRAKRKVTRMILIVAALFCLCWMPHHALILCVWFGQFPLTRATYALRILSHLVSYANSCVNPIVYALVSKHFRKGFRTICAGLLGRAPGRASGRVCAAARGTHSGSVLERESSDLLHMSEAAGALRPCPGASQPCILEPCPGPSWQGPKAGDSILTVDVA
Yeast growth inh = chemicals that inhibit yeast BB579 growth in restrictive medium (lifespan-shortening candidates). S. cerevisiae BB579 growth, OD615, 48 h. inhibition, % at 10 µM. 140,000 tested, 0.51% active. AID 804;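 active = inhibition above a set limit, 3 SD over the mean compound inhibition, cut at about 44% in these data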; note: inactives centre near -24
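Test system: Saccharomyces cerevisiae DeaD strain BB579, replicative lifespan model yeast | Buffer or medium: Restrictive CSMM-D medium | Doses: One dose, 10 µM compound with 0.25% DMSO | Incubation: 48 h exposure, 30 °C | Detection: Culture absorbance at 615 nm | Control set: Amphotericin B at 10 µg/mL as positive control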
HCT116 PTEN-null = suppresses growth of cells with PTEN deletion. HCT116 PTEN-null viability, CellTiter-Glo, 60 h; active compounds read low. viability, % at 10 µM. 140,000 tested, 1.2% active. AID 827;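 active = viability at or below a set limit, 4 SD under the median of all tested compounds, cut at about 3.7% in these data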;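 note: PTEN knockout HCT116 line with beta catenin targeted HCT116 as companion control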
Yeast lifespan up = yeast lifespan extension; S. cerevisiae growth with nicotinamide, OD615; deaD strain in restrictive glucose medium; 130,000 tested, 0.68% active; inhibition of the nicotinamide effect, % at 10 µM;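 active = inhibition above a set limit, placed 3 SD over the median of all compounds, cut at about 26% in these data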;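 note: 0% = nicotinamide-treated wells and 100% = cells grown without nicotinamide; some compounds called inactive have numbers as strong as hits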
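Assay system: DeaD-strain S. cerevisiae. Medium: CSMM-D glucose medium, restrictive. Reagent: nicotinamide, 1.5 mM, co-present with compound. Compound: 10 µM single point, 0.25% DMSO. Schedule: culture preincubation 4 h, compound exposure 48 h, both 30 °C. Detection: absorbance at 615 nm.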
HCT116 bCat-KO = beta-catenin-lacking colon tumor cell growth suppression. viability, % at 10 µM. 140,000 tested, 1.5% active. HCT116 beta-catenin knockout viability, CellTiter-Glo, 60 h; active compounds read low;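 active = viability at or under a set limit, the compound median less 4 SD, cut at about 6% in these data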;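 note: 0% = Hyamine 1622 control at 20 µM and 100% = untreated cell control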
NPY-Y2 antag = NPY-Y2 (human) receptor antagonism. AID 793. NPY-Y2 expressing cells, antagonist mode. inhibition, % at 2.7 µM. 140,000 tested, 0.99% active. P49146; in the data active = inhibition above about 17%;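 note: 0% = vehicle with agonist challenge and 100% = reference antagonist with challenge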
Target sequence (P49146 whole entry, looked up): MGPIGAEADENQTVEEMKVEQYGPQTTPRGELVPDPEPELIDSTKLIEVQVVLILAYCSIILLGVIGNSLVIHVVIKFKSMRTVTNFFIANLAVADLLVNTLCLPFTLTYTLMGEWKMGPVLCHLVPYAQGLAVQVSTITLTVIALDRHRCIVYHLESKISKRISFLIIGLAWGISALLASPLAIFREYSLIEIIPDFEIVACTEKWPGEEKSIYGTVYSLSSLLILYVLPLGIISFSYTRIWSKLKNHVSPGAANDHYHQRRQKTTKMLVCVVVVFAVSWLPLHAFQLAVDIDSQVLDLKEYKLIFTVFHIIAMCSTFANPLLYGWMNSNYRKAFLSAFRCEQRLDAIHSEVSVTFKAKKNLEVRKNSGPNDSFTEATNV
E-sel TNF inh = TNF alpha driven E-selectin expression inhibition; inhibition, % at 2 µM; AID 1246; HUVEC TNFa-induced E-selectin immunofluorescence, high content; 120,000 tested, 0.71% active;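 active = inhibition above the batch mean plus 3 SD, and confirmed as a hit on visual image review, cut at about 43% in these data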;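 note: 0% = TNF-stimulated DMSO wells and 100% = unstimulated control wells; not every result past the cut was called active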
Measles CPE = protection of cells from measles virus. protection (pct of control), % at 4 µM. 140,000 tested, 1.5% active. Measles virus-infected cells, CPE protection, absorbance; in the data active = protection mostly above about 24%, no sharp cut-off; inactive = mostly below about 26%; note: some compounds called inactive have numbers as strong as hits
Starred values were filed as active, the others as inactive; · = not tested or not shown.

SMILES | MRP1 act | Phagocyt inh | GALR2 blocker | Yeast growth inh | HCT116 PTEN-null | Yeast lifespan up | HCT116 bCat-KO | NPY-Y2 antag | E-sel TNF inh | Measles CPE
Cc1ccc(S(=O)(=O)N[C@H](C(=O)N2CCC(C(=O)N3CCC[C@H]3C(=O)O)CC2)C(C)C)cc1 | -0.3 | 2.4 | -4.5 | -17.9 | 98.1 | -10.4 | 100.4 | 1.2 | -22.7 | 6.8
CC(C)(C)S(=O)(=O)c1ccccc1C(=O)O | 0.1 | -1.2 | 5.5 | -32.9 | 98.7 | 1.7 | 91.2 | 3.3 | 5.8 | 1.8
COc1ccccc1NC(=O)C(C)N1CCN(C/C=C/c2ccccc2)CC1 (centres undefined) | -2.6 | 1.1 | -4.5 | -29.7 | 78.3 | 1.2 | 75.8 | 9.6 | -16.2 | 10.1
COc1cc(/C=C(/C(=O)c2cccs2)c2nc3ccccc3[nH]2)cc(OC)c1O | -5.4 | 0.7 | 32.2* | -7.0 | 2.5* | -14.7 | 5.2* | 1.8 | -0.4 | -0.9
COC(=O)c1ccc(NC(=O)CSc2ccccn2)cc1 | 2.5 | 0.9 | -12.2 | -19.8 | 107.8 | -16.9 | 92.8 | 4.0 | 6.0 | 10.3
Cn1nc(C(F)(F)F)c(C(=O)Nc2ccc(F)cc2F)c1Sc1cccc(Cl)c1 | 1.8 | · | -1.3 | -55.3 | 82.2 | -6.8 | 84.8 | 0.3 | 12.8 | 7.8
CC(C)N1CCc2c(sc(NC(=O)c3ccc(S(=O)(=O)N4CCOCC4)cc3)c2C(N)=O)C1 | -0.8 | · | -2.1 | -81.6 | 99.7 | 2.5 | 100.8 | 2.2 | -22.4 | 11.5
COc1ccc(N(CC(=O)N/N=C/c2ccco2)S(=O)(=O)c2ccccc2)cc1 | -0.6 | -1.5 | -1.1 | 0.9 | 109.0 | 0.2 | 95.7 | -2.0 | · | 5.0
CCC(Sc1nccn1C)C(=O)Nc1cccc2ccccc12 (centres undefined) | -0.4 | · | 3.1 | -2.4 | 93.4 | -7.2 | 92.7 | 1.6 | 6.5 | 6.5
Cc1cc(Nc2ccc(C(C)C)cc2)n2ncnc2n1 | 0.2 | 0.5 | 6.0 | -12.3 | 69.6 | 2.2 | 69.1 | 0.6 | -15.8 | 8.6
CCCCn1cnc(C(=O)OCC)c1N | 0.0 | -2.4 | 0.0 | -37.8 | 96.9 | 3.8 | 106.1 | 3.5 | -18.1 | 4.2
CC(=O)c1c(C)[nH]c(C(=O)OCC(=O)Nc2cc(S(=O)(=O)N3CCCCC3)ccc2C)c1C | -2.9 | 2.6 | 3.7 | -31.5 | 62.4 | 3.5 | 76.1 | -0.1 | -29.0 | 4.9
CCCOc1ccccc1C1NC(=O)NC(C)=C1C(=O)OCc1ccccc1 (centres undefined) | -3.7 | · | -12.7 | -51.2 | 79.1 | · | 85.4 | 3.4 | -5.7 | 11.2
Cc1ccc2nc(NC(=O)c3ccc(-c4nc5ccccc5s4)s3)sc2c1 | -4.8 | · | 6.2 | -43.0 | 2.5* | -1.8 | 4.7* | 3.3 | -16.2 | 6.8
COCCNC(=O)c1ccccc1-c1ccccc1C(=O)O | 0.8 | 1.7 | -5.7 | -10.0 | 106.1 | -5.1 | 101.0 | -1.1 | 15.9 | 7.3
COc1ccc(CNC(=O)Nc2ccc(OC)cc2)cc1 | 2.1 | -2.0 | 9.9 | -17.9 | 107.2 | -1.1 | 95.5 | -0.5 | -24.4 | 7.0
Cc1ccc(NC(=O)NNC(=O)c2cccs2)cc1 | 2.1 | -4.6 | 4.1 | 8.2 | 89.1 | -0.8 | 92.5 | 2.8 | · | ·
Cc1onc(-c2ccccc2)c1C(=O)N1CCCc2ccccc21 | -1.4 | -0.6 | 23.9 | -40.1 | 102.2 | -8.1 | 96.5 | -0.6 | 19.9 | 7.5
CCN(CC)S(=O)(=O)N1CCC(C(=O)NC2CCCC2)CC1 | 0.1 | -3.9 | 5.0 | -29.1 | 93.5 | -1.1 | 86.8 | 0.0 | 0.1 | 1.7
CC(Oc1ccc2oc3ccccc3c2c1)C(=O)NC12CC3CC(CC(C3)C1)C2 (centres undefined) | -2.4 | -3.3 | -4.8 | 5.5 | 75.7 | -6.4 | 74.8 | 4.8 | · | 6.5
CN1CCN(NC(=O)c2cccc3ccccc23)CC1 | -0.9 | 1.3 | 3.6 | -41.4 | 110.2 | -5.6 | 105.9 | 0.3 | -14.0 | 6.2
CCOc1cc(C(=S)N2CCCC2)ccc1OCC(=O)Nc1c(C)cc(C)cc1C | -3.6 | · | 5.7 | -33.0 | 58.9 | · | 76.8 | 0.5 | · | 3.1
CCCn1c(=C(C#N)C#N)s/c(=C2\C=Cc3ccccc3N2CC)c1=O | 1.2 | 9.7 | 18.5 | -32.1 | 94.7 | -12.3 | 82.5 | -0.6 | · | 3.2
CN1CCN(CCCNC(=O)c2ccc3c(c2)N(Cc2ccccc2)CCS3)CC1 | -1.4 | -0.2 | 5.0 | 30.8 | 78.0 | -8.4 | 83.1 | 1.6 | -3.7 | 25.2
O=C(Cn1c(C(=O)NCCCN2CCOCC2)cc2sccc21)c1ccccc1 | -1.9 | 1.4 | 15.4 | -5.7 | 86.9 | -20.8 | 98.9 | 0.9 | 22.5 | 9.5

The list goes on; the last two above are carried over.
SMILES | MRP1 act | Phagocyt inh | GALR2 blocker | Yeast growth inh | HCT116 PTEN-null | Yeast lifespan up | HCT116 bCat-KO | NPY-Y2 antag | E-sel TNF inh | Measles CPE
CN1CCN(CCCNC(=O)c2ccc3c(c2)N(Cc2ccccc2)CCS3)CC1 | -1.4 | -0.2 | 5.0 | 30.8 | 78.0 | -8.4 | 83.1 | 1.6 | -3.7 | 25.2
O=C(Cn1c(C(=O)NCCCN2CCOCC2)cc2sccc21)c1ccccc1 | -1.9 | 1.4 | 15.4 | -5.7 | 86.9 | -20.8 | 98.9 | 0.9 | 22.5 | 9.5
O=C(CCc1ccc(S(=O)(=O)NCc2ccccc2)cc1)NCC1CCCO1 (centres undefined) | -0.2 | 1.7 | 19.5 | -52.9 | 96.7 | 5.5 | 97.5 | 3.2 | · | 17.2
Clc1ccc2nc(CN3CCCCCC3)cn2c1 | -2.8 | · | 10.7 | -13.6 | 92.0 | 0.0 | 88.9 | 2.8 | -5.8 | 14.8
CC(=NCCc1ccccc1)C1=C(O)COC1=O | 0.1 | -3.0 | -2.7 | -73.2 | 100.9 | -0.7 | 107.0 | 0.6 | -1.0 | 20.9
O=C(CSc1ccccn1)N1CCN(c2cccc(Cl)c2)CC1 | 0.3 | · | -4.5 | -27.7 | 92.7 | -6.6 | 88.1 | 2.1 | · | 5.9
Cc1cc([N+](=O)[O-])ccc1NCc1ccc2ccccc2c1 | 1.4 | · | -10.2 | -51.1 | 86.1 | -9.3 | 92.0 | 3.4 | -8.4 | 3.7
COC(=O)c1ccc2c(=O)[nH]c(CSc3nnc(C(F)(F)F)n3C)nc2c1 | -1.4 | · | -3.8 | -45.2 | 93.7 | -1.1 | 92.2 | -1.0 | · | 3.3
COC(=O)Cc1n[nH]c(=O)c2ccccc12 | 1.4 | 0.4 | -3.5 | -20.1 | 95.8 | 0.8 | 99.8 | 1.5 | 10.3 | 5.8
COc1ccc(C(O)C(CC(=O)NCCCOC(C)C)C(=O)NCCCOC(C)C)cc1OC (centres undefined) | -2.1 | -4.1 | -14.9 | -11.4 | 89.9 | -1.8 | 88.1 | 1.1 | 60.0 | 47.3
O=C(CCN1C(=O)C2C3C=CC(C3)C2C1=O)Nc1ccc2ncccc2c1 (centres undefined) | -2.2 | -2.7 | -3.4 | -35.4 | 97.3 | 0.0 | 88.3 | -2.4 | -21.3 | 4.2
CC(C)(C)c1cc(CCC(=O)NNC(=O)c2ccco2)cc(C(C)(C)C)c1O | -2.2 | -7.7 | -6.7 | 19.0 | 97.2 | 0.3 | 91.5 | 0.6 | 20.9 | 5.1
CCOc1cc(CNCCO)c(Cl)cc1OCC(=O)NCCc1ccccc1 | -1.8 | · | 2.4 | -36.7 | 96.2 | -16.8 | 107.6 | 0.7 | 10.6 | 5.1
COc1ccc(CCn2c(C(C)C)nc3c(c(=O)c4ccccc4n3C)c2=O)cc1 | -3.1 | -7.0 | 2.4 | -33.6 | 21.6 | 27.4* | 24.3 | 7.2 | · | 8.9
COc1c(S(=O)(=O)N2CCN(c3ccc(F)cc3)CC2)ccc(Cl)c1Cl | -3.9 | -0.6 | -6.1 | -30.9 | 77.1 | -2.4 | 77.7 | -1.5 | -35.3 | 7.4
COc1ccc(NC(=S)Nc2ccccc2F)c(OC)c1 | -2.3 | · | -1.2 | -51.2 | 101.4 | -2.7 | 97.8 | -0.3 | 14.6 | 22.0
CCCCn1c(SCC(N)=O)nc2ccc(N3CCOCC3)cc2c1=O | -2.3 | · | 4.1 | -30.4 | 91.9 | -7.7 | 90.6 | 4.1 | -14.3 | 13.1
CC(C)CCn1c(S(=O)(=O)O)nc2ccccc21 | -1.7 | · | 6.7 | -24.9 | 96.8 | -8.7 | 84.1 | 10.8 | -25.3 | 4.7
COCCN1C(=O)c2oc3ccccc3c(=O)c2C1c1cccc(O)c1 (centres undefined) | -0.8 | -0.6 | 16.3 | -39.2 | 108.7 | -6.1 | 97.2 | 0.0 | 8.4 | 10.7
CCN1CCC2(CC1)C(C#N)=C(N)Oc1c2sc2nc(C)cc(C)c12 | -1.5 | 0.4 | -2.0 | -73.8 | 89.2 | 0.2 | 92.2 | 2.2 | 14.8 | 13.9
CCCc1[nH]nc2c1C(/C(C)=C/c1ccccc1)C(C#N)=C(N)O2 (centres undefined) | -1.6 | 0.4 | 0.1 | -67.1 | 89.7 | -7.5 | 81.6 | 6.8 | -6.0 | 2.3
CC(=O)N1C(=O)C(=C2C=C(C)OC(C)=C2)c2ccccc21 | -2.1 | -0.8 | 3.4 | -29.1 | 26.9 | -8.4 | 32.1 | 3.9 | · | 3.3
Cc1cccc(NC(=O)NCCc2c[nH]c3ccccc23)c1 | -2.7 | · | 8.5 | -23.9 | 68.5 | -15.7 | 52.3 | -0.1 | -4.9 | 20.2
O=S(=O)(c1cccc(C(F)(F)F)c1)N1CCN(C(=S)NC2CC2)CC1 | -2.5 | -11.4 | -6.7 | -20.8 | 86.9 | -2.3 | 84.7 | 1.4 | · | 2.3
CCCOc1ccc(C2C(C(=O)c3ccc(C)o3)=C(O)C(=O)N2CCN2CCOCC2)cc1OC (centres undefined) | -1.6 | -0.3 | -3.3 | -27.3 | 86.1 | -17.3 | 84.0 | 1.1 | 3.9 | 3.2
CC1CC(C)CN(c2cc3c(cc2[N+](=O)[O-])C(=O)N(c2ccccc2)C3=O)C1 (centres undefined) | -1.0 | -3.0 | -5.4 | -14.2 | 102.6 | -0.5 | 81.9 | -1.2 | -23.6 | 4.9
Cc1cc(N2CCOCC2)cc(C)[n+]1[O-] | -0.7 | -1.0 | 5.6 | -16.1 | 96.7 | -1.8 | 95.4 | 1.4 | · | 20.5
COc1ccc(NC(=O)/C(C#N)=C/c2ccc(OCc3ccccc3F)cc2)cc1 | -1.2 | -12.9 | -0.3 | -18.9 | 89.0 | 3.2 | 98.7 | 2.1 | · | 1.4
